APEX1 inh: inhibitors of human APE1 endonuclease. P27695. recombinant APE1, TAMRA/BHQ-2 abasic DNA cleavage fluorescence. Potency, µM (doses to about 65.8 µM), without a hit: at the highest dose activity change, negative = inhibition, actives largely listed as inhibitors. 350,000 compounds, 0.35% hits;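 also: plate controls were vehicle for no effect and reference inhibitor for full effect; nearly all actives have a fitted effect of over 55% in size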
Target sequence (P27695 whole entry, looked up): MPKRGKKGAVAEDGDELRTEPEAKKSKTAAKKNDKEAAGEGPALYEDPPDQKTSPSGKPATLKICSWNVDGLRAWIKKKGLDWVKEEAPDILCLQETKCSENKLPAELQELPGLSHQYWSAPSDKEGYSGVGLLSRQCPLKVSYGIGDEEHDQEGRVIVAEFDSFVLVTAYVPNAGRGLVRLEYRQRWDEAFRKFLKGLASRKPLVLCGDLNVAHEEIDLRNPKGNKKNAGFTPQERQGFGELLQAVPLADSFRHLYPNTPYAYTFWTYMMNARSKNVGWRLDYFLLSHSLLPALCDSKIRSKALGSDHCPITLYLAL
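0.75 nM APE1 + cpd, 15 min RT; start w/ 50 nM TAMRA/BHQ-2 THF-abasic dsDNA; kinetic fluor 525/598 nm ×3 reads @60 s; Δ(read3−read1); normalized to DMSO and NSC13755 control wells.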
12-LOX inh: blocks human arachidonate 12S-lipoxygenase | purified 12hLO, xylenol orange hydroperoxide absorbance | Potency, µM (highest dose often 108 µM), inactives show at the top dose activity change, negative = inhibition, hits mostly inhibitors | 580,000 compounds, 1.1% hits | AID 1671190
Target sequence (P18054 whole entry, looked up): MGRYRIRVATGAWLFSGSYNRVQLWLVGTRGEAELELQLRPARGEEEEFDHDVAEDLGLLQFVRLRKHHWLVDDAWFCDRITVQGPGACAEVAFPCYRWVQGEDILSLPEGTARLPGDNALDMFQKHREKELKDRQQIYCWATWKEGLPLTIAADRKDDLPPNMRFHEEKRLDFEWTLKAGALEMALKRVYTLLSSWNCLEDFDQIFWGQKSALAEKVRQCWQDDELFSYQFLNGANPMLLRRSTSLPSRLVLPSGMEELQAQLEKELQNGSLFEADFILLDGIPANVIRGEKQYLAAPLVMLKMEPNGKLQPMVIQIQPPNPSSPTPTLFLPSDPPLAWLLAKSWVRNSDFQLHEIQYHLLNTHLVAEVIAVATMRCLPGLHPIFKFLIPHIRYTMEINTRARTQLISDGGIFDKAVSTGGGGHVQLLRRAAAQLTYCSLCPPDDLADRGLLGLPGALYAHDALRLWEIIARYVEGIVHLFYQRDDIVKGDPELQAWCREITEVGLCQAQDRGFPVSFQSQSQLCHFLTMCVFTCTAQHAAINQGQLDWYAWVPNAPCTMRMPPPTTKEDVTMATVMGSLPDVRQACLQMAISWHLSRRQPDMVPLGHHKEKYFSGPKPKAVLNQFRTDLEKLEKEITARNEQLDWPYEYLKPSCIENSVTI
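Hydroperoxide product was detected by ferrous iron/xylenol orange as the 573 to 405 nm absorbance ratio. Arachidonic acid at 40 uM (final) was turned over for 30 min at room temperature by 150 nM human 12hLO, pH 7.0 Hepes buffer, after 15 min compound preincubation.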
Active calls of the source: *; ? = inconclusive; . = no result given; [ ] = remark or other dose. Calls follow the shape of the dose curve; as a rule, active = well fitted curve in the direction sought with a large enough effect; inconclusive = small, poorly fitted or top-dose-only effect, or another doubt; inactive = no such curve, though single readings can be large; an effect the other way counts as inactive or inconclusive. Unless noted, % is scaled to controls: 0 for no effect and ±100 for the full control effect; potency is read from the fitted curve at half-maximal effect. These rows are one share of the data. The share of hits here may be higher or lower than overall.

nr | smiles | APEX1 inh | 12-LOX inh
1 | CC(C)CCN1CCCC2(CC(c3cccnc3)=NO2)C1 (stereo not given) | . | 4.4%[12.5 µM]
2 | C=CCN(C)C(=O)[C@H]1CN2CCC1C[C@@H]2Cn1cc(COC)nn1 (stereo not given in full) | . | 47.3%[activator][176 µM]
3 | Cc1ccc(S(=O)(=O)NC[C@H]2C[C@@H]3CCN2C[C@@H]3CN2CCCCC2)cc1 | . | ?
4 | C#C[C@H]1CN2CC[C@H]1C[C@@H]2CNCc1cccc(C#N)c1 | . | 93.6%[activator][176 µM]
5 | Cn1nc(C2CCCCC2)cc1[C@H]1CN2CC[C@H]1C[C@@H]2CNS(C)(=O)=O | . | 29.9%[176 µM]
6 | C#C[C@H]1CN2CC[C@H]1C[C@@H]2CNS(=O)(=O)c1ccc(OC)cc1 | . | -23.2%[176 µM]
7 | C=C[C@H]1CN2CC[C@H]1C[C@@H]2CNC(=O)c1ccc(N(C)C)cc1 | . | 35.8%[activator][176 µM]
8 | COc1cc2c(cc1Oc1ccccc1)NC(=O)C21CCN(c2ncc(C(C)C)cn2)CC1 | . | 1.7%
9 | CN1CCN(C(=O)Cc2c[nH]c3ncc(-c4ccsc4)cc23)CC1 | . | 12.5%[176 µM]
10 | N#CC1(c2ccccc2)CCN(C(=O)C2CCN(C(=O)C3CC3)CC2)CC1 | . | 55.4%[activator]
11 | CC(C)CN(Cc1cccnc1)C1CN(C(=O)COc2ccc(F)cc2)C1 | . | 8.1%
12 | CCCc1nc(C)cc(N2CCC3(CC2)CNC(C(=O)O)C3)n1 (stereo not given) | . | 7.5%
13 | CNC(C)c1ccc(F)cc1 (stereo not given) | . | 0.7%[12.5 µM]
14 | CCCS(=O)(=O)NC[C@H]1C[C@@H]2CCN1C[C@@H]2c1cc(-c2ccc(F)cc2)nn1C | . | 15.2%[176 µM]
15 | c1cc(CC2CN3CCCC3CN2)cs1 (stereo not given) | . | 5.4%[12.5 µM]
16 | C[S+](=O)([O-])N1C2CCC1CN(Cc1cccnc1)C2 | . | 5.4%[12.5 µM]
17 | Cn1nc(-c2cccs2)cc1[C@H]1CN2CC[C@H]1C[C@@H]2CN | . | 100.8%[activator][176 µM]
18 | O=C(c1ccc(F)cc1)N1C[C@@H]2C[C@H](C1)c1ccc(C3CCCCC3)c(=O)n1C2 | . | 11.3%[176 µM]
19 | O=C(c1ccccc1)N1C[C@@H]2C[C@H](C1)c1ccc(NS(=O)(=O)c3cccs3)c(=O)n1C2 | . | ?
20 | COc1cc2c(cc1OC1CCCC1)NC(=O)C21CCN(C(C)=O)CC1 | . | -1.0%[176 µM]
21 | O=S(=O)(NC[C@H]1C[C@@H]2CCN1C[C@@H]2CN1CCc2ccccc2C1)c1ccccc1 | . | 24.3%[176 µM]
22 | COCC(=O)N1CCC2(CC1)C(=O)Nc1cc(Oc3cccc(N(C)C)c3)c(OC)cc12 | . | -2.4%[176 µM]
23 | CN1Cc2ccccc2-n2ccnc2C12CCN(C(=O)C1CCCCC1)CC2 | . | 78.0%[activator]
24 | COc1ccccc1CNC(=O)[C@H]1CN2CCC1C[C@@H]2Cn1cc(CO)nn1 (stereo not given in full) | . | -16.2%[176 µM]
25 | Cc1nc(-c2cccs2)cc([C@H]2CN3CC[C@H]2C[C@@H]3CNC(=O)Nc2cccc(C(F)(F)F)c2)n1 | . | -6.0%
26 | COc1cc2c(cc1CCc1ccccc1)N(C(=O)COc1ccccc1)CC21CCN(C(C)=O)CC1 | . | ?
27 | O=C1N(Cc2ccccn2)C[C@H]2CN(C3CCOCC3)CCN12 | . | 65.6%[activator][176 µM]
28 | COc1cc2c(cc1OCc1ccccc1)N(C(=O)c1ccc3[nH]ccc3c1)CC21CCN(C)CC1 | . | 11.7%
29 | Cn1ccnc1CN1C(=O)NC2(CCNCC2)C1=O | . | 18.7%
30 | FC(F)(F)CN1C2CCC1CN(c1nccs1)C2 | . | 2.6%[12.5 µM]
31 | NCc1cn(C[C@H]2CC3CCN2C[C@@H]3C(=O)N2CCCC2)nn1 (stereo not given in full) | . | 46.7%[activator][176 µM]
32 | CCC(CC)C(=O)NC[C@H]1C[C@@H]2CCN1C[C@@H]2c1cc(-c2ccccc2Br)nc(C)n1 | . | 21.1%
33 | O=S1(=O)C[C@@H]2NCCN(c3ccnc(N4CCCNCC4)n3)[C@@H]2C1 | . | 5.6%
34 | O=C(O)C1=NOC2CN(Cc3cscn3)CC12 (stereo not given) | . | ?
35 | Cc1cnc(CCN)n1C1CCC1 | . | 94.5%[activator]
36 | CCN1C[C@]2(OC(=O)c3ccccc3NC(C)=O)CC[C@H](OC)[C@@]34[C@H]5CC6[C@@H](OC)C[C@](O)(C(C[C@@H]23)[C@@H]14)[C@@]5(O)[C@@H]6OC | . | -3.4%[57.4 µM]
37 | COc1cc2c(cc1OC1CCCC1)NC(=O)C21CCN(C(=O)c2cccc(C#N)c2)CC1 | . | -17.8%
38 | COCC(=O)NC[C@H]1C[C@@H]2CCN1C[C@@H]2CN1CCN(C)CC1 | . | 55.6%[activator][176 µM]
39 | CCCCc1cn(C[C@H]2CC3CCN2C[C@@H]3C(=O)NCc2ccc3c(c2)OCO3)nn1 (stereo not given in full) | . | 11.0%[176 µM]
40 | Cc1nn(C)c2ncnc(NCCc3c[nH]c(=O)[nH]c3=O)c12 | . | 11.4%
41 | COc1cc2c(cc1CCc1ccccc1)N(C(=O)CC(C)C)CC21CCN(C(C)=O)CC1 | . | ?
42 | COc1ccc(-c2cn(C[C@H]3C[C@@H]4CCN3C[C@@H]4C(=O)N(C)C)nn2)cc1 | . | ?
43 | CCn1ccc(C(=O)N2CCC3(CC2)c2nccn2-c2ccccc2CN3CC(C)C)n1 | . | 36.5%[activator]
44 | CN(C)[C@H]1CCCCN(C(=O)Cc2ccc(S(C)(=O)=O)cc2)C1 | . | 2.0%
45 | O=C(c1ccoc1)N1[C@H]2CC[C@@H]1c1cnc(-c3ccccc3)nc1C2 | . | -6.0%
46 | CN1C2CCC1C(C(=O)Oc1ccccc1)C(c1ccc(Cl)cc1)C2 (stereo not given) | . | -12.6%
47 | CS(=O)(=O)N1C[C@@H]2C[C@H](C1)c1ccc(NC(=O)c3ccncc3)c(=O)n1C2 | . | ?
48 | COc1ccc(CNC[C@H]2C[C@@H]3CCN2C[C@@H]3c2cc(C3CCCC3)nn2C)cc1 | . | 74.3%[activator][176 µM]
49 | CNC(=O)N1N=C(c2ccc(N)cc2)c2cc3c(cc2CC1C)OCO3 (stereo not given) | . | -25.4%[57.4 µM]
50 | CCNC(=O)N1[C@H]2CC[C@@H]1c1cnc(-c3ccccc3)nc1C2 | . | 31.7%[activator]
51 | Fc1ccc(CN2CCCC3(CC(c4ccccn4)=NO3)C2)cc1 (stereo not given) | . | 0.9%[6.33 µM]
52 | O=c1[nH]c2cc(Cl)ccc2n1C1CCN(Cc2ccc(-c3nc4ccc(F)cc4nc3-c3ccccc3)cc2)CC1 | . | -24.7%
53 | COc1cc2c(cc1OCC1CC1)NC(=O)C21CCN(c2cnccn2)CC1 | . | 4.3%[176 µM]
54 | CC(C)(C)CN1CCCC2(CC(c3cccnc3)=NO2)C1 (stereo not given) | . | 3.2%[12.5 µM]
55 | COCC(=O)NC[C@H]1C[C@@H]2CCN1C[C@@H]2c1cc(C2CCCCC2)nn1C | . | 39.4%[activator][176 µM]
56 | CCOc1ccccc1C(=O)N1CCC2(CC1)NCc1ccccc1-n1ccnc12 | . | 66.0%[activator]
57 | CCC(CC)c1cc([C@H]2CN3CC[C@H]2C[C@@H]3CNC(=O)C2CCC2)nc(-c2ccncc2)n1 | . | 43.8%[activator]
58 | COCC(=O)NC[C@H]1C[C@@H]2CCN1C[C@@H]2c1cc(-c2ccccc2OC)nc(C)n1 | . | 49.9%[activator][176 µM]
59 | COc1cc2c(cc1OC1CCCC1)NC(=O)C21CCN(C(=O)C(C)C)CC1 | . | 10.1%[176 µM]
60 | Cn1nc(-c2cccs2)cc1[C@H]1CN2CC[C@H]1C[C@@H]2CNC(=O)CCCC(=O)O | . | 56.4%[activator][176 µM]

Three compounds out of the list, sorted by length of the SMILES, rising:
nr | smiles | APEX1 inh | 12-LOX inh
54 | CC(C)(C)CN1CCCC2(CC(c3cccnc3)=NO2)C1 (stereo not given) | . | 3.2%[12.5 µM]
50 | CCNC(=O)N1[C@H]2CC[C@@H]1c1cnc(-c3ccccc3)nc1C2 | . | 31.7%[activator]
37 | COc1cc2c(cc1OC1CCCC1)NC(=O)C21CCN(C(=O)c2cccc(C#N)c2)CC1 | . | -17.8%

The listing picks up; the 6 compounds before the break are reprinted first.
nr | smiles | APEX1 inh | 12-LOX inh
55 | COCC(=O)NC[C@H]1C[C@@H]2CCN1C[C@@H]2c1cc(C2CCCCC2)nn1C | . | 39.4%[activator][176 µM]
56 | CCOc1ccccc1C(=O)N1CCC2(CC1)NCc1ccccc1-n1ccnc12 | . | 66.0%[activator]
57 | CCC(CC)c1cc([C@H]2CN3CC[C@H]2C[C@@H]3CNC(=O)C2CCC2)nc(-c2ccncc2)n1 | . | 43.8%[activator]
58 | COCC(=O)NC[C@H]1C[C@@H]2CCN1C[C@@H]2c1cc(-c2ccccc2OC)nc(C)n1 | . | 49.9%[activator][176 µM]
59 | COc1cc2c(cc1OC1CCCC1)NC(=O)C21CCN(C(=O)C(C)C)CC1 | . | 10.1%[176 µM]
60 | Cn1nc(-c2cccs2)cc1[C@H]1CN2CC[C@H]1C[C@@H]2CNC(=O)CCCC(=O)O | . | 56.4%[activator][176 µM]
61 | COC[C@H]1CCCN1C[C@H]1CN2CC[C@H]1C[C@@H]2CNC(=O)c1ccc(N(C)C)cc1 | . | 24.8%[176 µM]
62 | COc1nc2c(cc1CNC(=O)C1C(C)(C)C1(C)C)C(=O)N(C1CCCC1)C2 | . | 3.4%
63 | O=C(c1ccsc1)N1CC(CO)C2(CCNCC2)C1 (stereo not given) | . | 36.8%[activator]
64 | COC(=O)[C@@H]1[C@@H](CO)[C@@H]2Cn3c(ccc(Br)c3=O)[C@H]1N2S(=O)(=O)c1cn(C)cn1 | . | -0.3%
65 | CC(=O)NCCNC(=O)[C@H]1CN2CCC1C[C@@H]2Cn1cc(-c2ccc(C(C)(C)C)cc2)nn1 (stereo not given in full) | . | 69.5%[activator]
66 | COc1ccccc1C(=O)N1CCC2(CC1)c1nccn1-c1ccccc1CN2CC(C)C | . | 10.4%
67 | CC(C)(C)c1ccc(-c2cn(C[C@H]3CC4CCN3C[C@@H]4C(=O)NCc3ccccc3)nn2)cc1 (stereo not given in full) | . | -8.6%
68 | CCOc1ccc(C(=O)N2CCC3(CC2)NCc2ccccc2-n2ccnc23)cc1 | . | 20.2%
69 | Cc1ccnc(N2CC3CCC(C2)N3CC(F)(F)F)c1[N+](=O)[O-] | . | -1.0%[6.33 µM]
70 | COc1ccccc1-c1cc([C@H]2CN3CC[C@H]2C[C@@H]3COC(=O)Nc2ccccc2)n(C)n1 | . | 23.9%
71 | Cc1ncc2c(n1)C[C@@H]1CC[C@H]2N1S(=O)(=O)c1c(C)noc1C | . | -3.1%
72 | O=C(c1cnccn1)N1C[C@@H]2C[C@H](C1)c1c(-c3ccccc3)ccc(=O)n1C2 | . | 5.0%[176 µM]
73 | Nc1ccc([N+](=O)[O-])cc1O | 17.5% | ?
74 | CC(C)C(O)(C(=O)OC[C@@H]1CC[N+]2([O-])CCCC12)C(C)O (stereo not given in full) | 1.2% | 3.2%

A section of the results above:
nr | smiles | APEX1 inh | 12-LOX inh
68 | CCOc1ccc(C(=O)N2CCC3(CC2)NCc2ccccc2-n2ccnc23)cc1 | . | 20.2%
69 | Cc1ccnc(N2CC3CCC(C2)N3CC(F)(F)F)c1[N+](=O)[O-] | . | -1.0%[6.33 µM]
70 | COc1ccccc1-c1cc([C@H]2CN3CC[C@H]2C[C@@H]3COC(=O)Nc2ccccc2)n(C)n1 | . | 23.9%
71 | Cc1ncc2c(n1)C[C@@H]1CC[C@H]2N1S(=O)(=O)c1c(C)noc1C | . | -3.1%
72 | O=C(c1cnccn1)N1C[C@@H]2C[C@H](C1)c1c(-c3ccccc3)ccc(=O)n1C2 | . | 5.0%[176 µM]
73 | Nc1ccc([N+](=O)[O-])cc1O | 17.5% | ?
74 | CC(C)C(O)(C(=O)OC[C@@H]1CC[N+]2([O-])CCCC12)C(C)O (stereo not given in full) | 1.2% | 3.2%
